Bioassay records (PubChem BioAssay)
CASP6 VEID inh: inhibitors of human caspase-6. P55212. purified caspase-6, Z-VEID-R110 cleavage fluorescence. inhibition, % at 12.5 µM. actives 0.53% (n = 350,000). AID 686996;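 active = mean inhibition across replicates at least about 35%, with every replicate also reaching that limit, limit read from the data; inconclusive = only one of the two criteria met; inactive = neither criterion met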;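 note: 0% = median of neutral control wells and 100% = no fluorescence left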
Target sequence (P55212 24-179 limits assumed): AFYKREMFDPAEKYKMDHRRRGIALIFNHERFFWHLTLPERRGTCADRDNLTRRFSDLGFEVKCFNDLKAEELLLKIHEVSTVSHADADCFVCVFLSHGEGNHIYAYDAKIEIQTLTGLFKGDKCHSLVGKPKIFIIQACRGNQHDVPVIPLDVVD
Target sequence (P55212 194-293 limits assumed): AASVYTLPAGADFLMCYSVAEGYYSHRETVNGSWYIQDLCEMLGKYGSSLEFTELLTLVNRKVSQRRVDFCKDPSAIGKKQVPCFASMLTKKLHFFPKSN
LGR2 inh: inhibitors of bursicon-induced Drosophila LGR2 receptor cAMP signaling. HEK293 LGR2, CRE-luciferase, bursicon-stimulated, 4 h. inhibition, % at 9.99 µM. actives 0.35% (n = 380,000). AID 720647;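 active = drop in luminescence signal, shown as inhibition above about 50% in the replicate tests, limit read from the data, passing the limit was not always enough; inconclusive = probably only some replicates passing the limit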;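 note: agonist challenge used bursicon conditioned medium at about half maximal strength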
SIRT5 inh: inhibitors of human sirtuin-5 desuccinylase. Q9NXA8. Purified SirT5, succinyl-peptide AMC, trypsin-coupled fluorescence. inhibition, % at 15 µM. actives 1.1% (n = 330,000). AID 652115; in the data active = inhibition above about 15%; inconclusive = no clear call, values can overlap the other calls
Target sequence (Q9NXA8 whole entry, looked up): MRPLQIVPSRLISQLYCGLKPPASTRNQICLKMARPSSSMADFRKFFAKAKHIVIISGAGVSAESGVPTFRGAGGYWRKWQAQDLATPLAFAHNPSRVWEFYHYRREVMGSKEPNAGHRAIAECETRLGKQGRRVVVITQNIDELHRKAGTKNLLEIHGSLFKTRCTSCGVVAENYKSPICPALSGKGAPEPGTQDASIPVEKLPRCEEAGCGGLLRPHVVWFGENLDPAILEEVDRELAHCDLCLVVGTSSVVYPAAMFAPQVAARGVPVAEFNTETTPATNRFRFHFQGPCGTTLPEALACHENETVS
DENV2 CPE: DENV2-induced cell death inhibition | actives 1.7% (n = 350,000) | CPE inhibition, % at 9.99 µM | DENV2-infected cells, cytopathic effect rescue, plate reader; in the data active = CPE inhibition above about 20%, passing the limit was not always enough; inconclusive = no clear call, values can overlap the other calls; tested in BHK-21 cells;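 note: 0% = median of neutral control wells and 100% = median of positive control wells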
EWS-Fli inh: EWS/Fli transcriptional activity inhibition. A673 NR0B1-luciferase reporter, viability-normalised. inhibition, % at 12.6 µM. actives 0.67% (n = 350,000). AID 651661;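 active = mean inhibition of at least 50% after viability correction, with every replicate also passing that limit; inconclusive = mean reaches 50% but only one of two replicates passes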;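 note: firefly luciferase signal divided by Alamar Blue viability fluorescence both relative to DMSO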
PAX8 reporter: lowers PAX8-driven luciferase in RMG-I cells; RMG-I TPO-luciferase reporter, SteadyGlo, 24 h; inhibition, % at 12.6 µM; actives 1.2% (n = 360,000); AID 652154;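 active = mean replicate inhibition at least 60% with every replicate also reaching 60%; inconclusive = only one of the two criteria is met; inactive = mean below 60% and not all replicates reaching 60%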;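 note: luciferase light reporting Pax8 driven TPO promoter activity; plate controls were median of neutral control wells for no effect and mitoxantrone controls for full effect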
ARNT TACC3 PPI: ARNT/TACC3 interaction disruption | Q9Y6A5 | AlphaScreen His-ARNT PAS-B/GST-TACC3 binding, luminescence; TACC3 fragment carries E629A point mutation | inhibition, % at 9.99 µM | actives 0.66% (n = 390,000) | AID 623870;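 active = mean inhibition of replicates at least 50% and at least half of replicates each reaching 50%; inconclusive = half or more replicates reach 50% but mean below 50%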;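 note: 0% = complete ARNT plus TACC3 wells and 100% = ARNT alone without TACC3; many hits fall short of the cut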
An asterisk follows results filed as active; ? = inconclusive; / = not tested or not shown; & = joins results of further samples.

SMILES	CASP6 VEID inh	LGR2 inh	SIRT5 inh	DENV2 CPE	EWS-Fli inh	PAX8 reporter	ARNT TACC3 PPI
CC(C)C#Cc1cnc2c(c1)C(=O)N([C@H](C)CO)C[C@@H](C)[C@H](CN(C)Cc1cncnc1)O2	0	-10	-4	15	13	4	2
O=C(O)c1sc2cc(C(F)(F)F)cnc2c1-c1cccs1	-1	1	-1	0	2	-13	/
COc1ccc(CC(=O)Nc2ccc(NC(=O)c3ccc(Br)cc3)cc2)cc1OC	-2	5	-4	0	20	6	-4
COc1ccccc1NC(=O)N1C[C@@H](O)COC[C@@H]2O[C@@H](CC(=O)N3CCC(Cc4ccccc4)CC3)CC[C@H]21	1	3	3	6	-1	10	-11
COCCN1CC(C(=O)NCc2ncccc2C)CCC1=O (centres undefined)	-2	19	-3	-6	-3	-12	-3
COc1ccc(-c2cc(C(=O)OCC(=O)c3ccc(C)c([N+](=O)[O-])c3)c3ccccc3n2)cc1	/	-4	/	/	/	-22	-4
CCC(C)(C)n1nnnc1C(c1ccc(F)cc1)N1CCN(C(=O)c2ccco2)CC1 (centres undefined)	0	5	0	2	/	-29	2
CC(C)NC(=O)Nc1ccc2c(c1)C(=O)N([C@H](C)CO)C[C@H](C)[C@H](CN(C)C(=O)NC(C)C)OCCCC[C@@H](C)O2	0	7	0	-2	/	-3	-9
CCSc1nc(-c2ccccc2)nc(C(Cl)Cl)n1	-4	23	2	0	50	96*	30
Cc1cc(=O)oc2cc(NC(=O)c3ccc(OC(F)F)cc3)ccc12	-2	-7	13	3	-63	-102	-1
C[C@H]1CN([C@@H](C)CO)C(=O)c2cc(C#CCN(C)C)cnc2O[C@H]1CN(C)Cc1cccc(F)c1	-4	-3	-1	-1	-11	-16	-2
CC(C)c1ccc(C(=O)N2CCN(c3cnn(C)c(=O)c3Cl)CC2)cc1	5	-1	-2	2	6	-7	-42
O=C(CSc1ncn[nH]1)N1c2ccccc2Sc2ccccc21	1	13	0	10	7	18	1
CCCNC(=S)N1CC2(C)CN(C(=O)C(=O)OCC)CC(C)(C1)C2=O	2	-13	0	-13	-6	-22	-1
COc1cccc(NC(=S)Nc2cccc3ccccc23)c1	0	-48	-1	-7	/	-20	11
Cc1ccc(NC(=O)c2cc(-c3ccccc3)nn2-c2ccccc2)c(Br)c1	-4	-8	-3	7	-5	-4	-5
CNC(=O)N1CCC(C(=O)c2c(C)c(C)c(C)c(C)c2C)CC1	-6	-3	0	2	3	-1	-4
COc1ccc(NC2CCCN(C(=O)CCC(=O)c3ccc(F)cc3)C2)cc1 (centres undefined)	0	-25	-2	-9	-68	-61	1
CCN(CC)S(=O)(=O)c1ccc(N2CCCC2)c(NC(=O)CC(C)(C)C)c1	1	5	3	-3	3	-36	-3
C=CCNC(=O)CN1CCC(O)(c2ccccc2)CC1	-1	-6	-3	7	2	/	-5
Cc1ccc(C)c(OCCn2cc(/C=C(\C#N)C(=O)NCC3CCCO3)c3ccccc32)c1 (centres undefined)	1	2	0	0	-4	20	0
Cc1ccc2nc3c(cc(C(=O)NC4CCCCC4)c(=N)n3C3CCCCC3)c(=O)n2c1	0	-11	0	10	17	-13	-2
CC1(C)CC(NCCC(c2ccccc2)c2ccco2)CCO1 (centres undefined)	0	0	-3	1	0	-1	-16
CSc1nnc(-c2cc[n+](C)cc2)n1CCO	-4	-5	-5	0	-5	-20	-2

Reprinted from the part before: six compounds; new compounds follow.
SMILES	CASP6 VEID inh	LGR2 inh	SIRT5 inh	DENV2 CPE	EWS-Fli inh	PAX8 reporter	ARNT TACC3 PPI
CCN(CC)S(=O)(=O)c1ccc(N2CCCC2)c(NC(=O)CC(C)(C)C)c1	1	5	3	-3	3	-36	-3
C=CCNC(=O)CN1CCC(O)(c2ccccc2)CC1	-1	-6	-3	7	2	/	-5
Cc1ccc(C)c(OCCn2cc(/C=C(\C#N)C(=O)NCC3CCCO3)c3ccccc32)c1 (centres undefined)	1	2	0	0	-4	20	0
Cc1ccc2nc3c(cc(C(=O)NC4CCCCC4)c(=N)n3C3CCCCC3)c(=O)n2c1	0	-11	0	10	17	-13	-2
CC1(C)CC(NCCC(c2ccccc2)c2ccco2)CCO1 (centres undefined)	0	0	-3	1	0	-1	-16
CSc1nnc(-c2cc[n+](C)cc2)n1CCO	-4	-5	-5	0	-5	-20	-2
Cc1ccccc1S(=O)(=O)NCC1CCCO1 (centres undefined)	-1	0	/	-5	-4	-28	-4
C[C@@H]1CN([C@@H](C)CO)C(=O)Cc2cc(NC(=O)Cc3ccccc3)ccc2O[C@H]1CN(C)C(=O)NC1CCCCC1	1	13	-10	-2	-7	1	-1
C[C@H](CO)N1C[C@H](C)[C@@H](CN(C)C(=O)Nc2ccccc2)Oc2ccc(N(C)C)cc2C1=O	1	/	-3	-5	-7	-3	1
COc1ccc(S(=O)(=O)Nc2cccc3c2O[C@@H](CN(C)C(=O)NC(C)C)[C@H](C)CN([C@H](C)CO)C3=O)cc1	-3	-10	11	0	-1	/	-3
Cc1ccc(NC(=O)C2C3C=CC4(CN(Cc5cccnc5)C(=O)C24)O3)cc1 (centres undefined)	-1	-33	1	-4	-43	-58	/
NS(=O)(=O)c1cccc(NC(=S)NC(=O)c2cccc([N+](=O)[O-])c2)c1	2	-14	2	2	6	8	13
CCCNC(=O)N1[C@H](CNC(C)=O)[C@@H](c2ccc(C3=CCCC3)cc2)[C@@H]1CO	/	-27	/	/	10	-5	3
OC(COc1ccc(-c2ccccc2)cc1)CN1CCCCC1 (centres undefined)	-16	-32	-1	10	-5	5	/
CN1c2ccc(-c3ccccc3)cc2[C@H]2[C@H](CCN2C(=O)Cc2ccccc2)[C@@H]1CO	0	-4	1	-10	1	-2	8
CC(=O)N1[C@@H]2c3cccc(=O)n3C[C@@H]2[C@@H](CO)[C@@H]1C(=O)NC1CCCCC1	-1	-24	2	1	-2	-3	-3
CCOC(=O)/C(C#N)=C/Nc1ccsc1C(=O)OC	0	-10	-6	?	0	4	4
CCC(=O)N1c2ccc(S(=O)(=O)N3CCN(C)CC3)cc2CC1C (centres undefined)	4	5	0	2	-9	0	-14
CCCNC(=O)c1cc(SC)ccc1Cl	1	-8	-1	/	/	/	3
COc1ccc(NC(=O)N2CC[C@@H]3[C@H]2c2cc(-c4cccc(F)c4)ccc2N(C)[C@H]3CO)cc1	/	19	/	/	-13	12	-4
COc1ccc(C#Cc2ccc3c(c2)[C@H]2[C@H](CCN2Cc2ccncc2)[C@H](CO)N3)cc1	-1	-6	2	6	/	/	/
C[C@H]1CN([C@@H](C)CO)C(=O)c2cc(C3=CCCCC3)cnc2O[C@@H]1CN(C)C(=O)Nc1cccc(F)c1	1	8	4	-4	0	-15	-4
C/C=C/c1ccc([C@H]2[C@@H](C#N)N(C(=O)NC3CCCCC3)[C@H]2CO)cc1	-18	8	5	7	1	?	/
COc1ccc(C(=O)NCCCCCC(=O)N/N=C/c2ccco2)cc1OC	/	16	/	/	/	-15	-6
O=C(C[C@@H]1C=C[C@@H](NS(=O)(=O)c2ccc(F)cc2)[C@H](CO)O1)NC1CCCCC1	3	-16	3	1	-5	-38	27
CN(C)c1ccc(NC(=O)Nc2nc(C(N)C3CCCCC3)cs2)cc1 (centres undefined)	-1	/	-3	4	-3	-6	/
COc1ccccc1NC(=O)NCc1ccccc1F	3	-8	0	1	-7	10	/
C[C@@H]1CCCCO[C@@H](CN(C)C(=O)Nc2ccccc2)[C@@H](C)CN([C@H](C)CO)C(=O)c2cc(NC(=O)Nc3cccc4ccccc34)ccc2O1	0	1	4	3	7	-18	6
Cc1cc(Br)ccc1NC(=O)CN(C)C(=O)C1CCN(c2ncnc3sc(C)c(C)c23)CC1	3	14	1	-6	12	56	-3
C[C@@H]1CCCCO[C@@H](CN(C)C(=O)c2ccccc2)[C@H](C)CN([C@@H](C)CO)C(=O)c2cc(NC(=O)Nc3ccc(F)cc3)ccc2O1	0	3	7	9	9	6	-5
Cc1ccccc1S(=O)(=O)N(C)C[C@H]1OCc2ccccc2-c2c(n(C)c3ccccc23)C(=O)N([C@@H](C)CO)C[C@@H]1C	-2	13	22*	1	6	/	23
COc1ccc(CN(C)C[C@@H]2OCCCC[C@H](C)Oc3ccc(NC(=O)Nc4ccc5c(c4)OCO5)cc3C(=O)N([C@H](C)CO)C[C@@H]2C)cc1	1	6	4	-4	8	27	16
O=C(C[C@H]1CC[C@H]2[C@@H](COC[C@H](O)CN2Cc2ccccc2)O1)NCCCN1CCOCC1	3&-20	-23&2	9&-3	19&-10	13&-5	-6&-19	-1
S=C1Nc2ccccc2Sc2ccc(Cl)cc21	-1	3	/	2	0	32	-1
Cc1cccc(N2CCN(C(=O)CNC(=O)C3CCCCC3)CC2)c1C	3	11	-5	-4	-2	-10	-4
O=C(Nc1ccc(Cl)cc1F)c1ccc(-n2cncn2)cc1	-5	-26	-1	-7	-58	-101	/
COc1cc(N=C(N)N=C(N)N)cc(OC)c1	-2	-2	-5	2	-1	2	7
CC1(C)CC(=O)C=C(c2ccc(COC(=O)c3ccccc3)cc2)C1=O	4	-63	-3	-4	-36	-188	/
COCC#Cc1ccc2c(c1)O[C@H](CN(C)S(=O)(=O)c1ccc(C)cc1)[C@@H](C)CN([C@H](C)CO)S2(=O)=O	0	-1	2	-7	35	/	0
CS(=O)(=O)Nc1ccc(C(=O)CC(=O)Nc2ccc([N+](=O)[O-])cc2)cc1	0	-2	0	-4	0	-6	28
CCO[C@H]1OC(C(=O)N2CCN(Cc3ccc4c(c3)OCO4)CC2)=C[C@@H](C2CCCCC2)[C@@H]1CCCO	-2&3	10	1&1	?	9&14	25&12	5&1
COc1ccc(S(=O)(=O)N2CCN(c3ccccc3)CC2)cc1	2	11	-3	-2	5	20	0
Cc1ccc(C(=O)Nc2ccc(F)cc2)o1	15	/	-7	6	-26	-23	/
CCc1ccc2nc(N(CCCN(C)C)C(=O)c3ccc(S(=O)(=O)N4CCCC4)cc3)sc2c1	6	-3	-1	7	-5	-101	/
CN(C)CCCN(C(=O)COc1ccccc1)c1nc2cc3c(cc2s1)OCO3	-3	-1	-3	-4	/	-11	2
CC=Cc1ccc2n(c1=O)C[C@H]1[C@H](CO)[C@@H](C(=O)NCC)[C@@H]2N1Cc1cccc(Cl)c1 (mixture of isomers)	4	2	-13	0	-5	0	-2
COc1cccc(CN2CCC3(CC2)CN(S(C)(=O)=O)[C@H](CO)c2[nH]c4cc(OC)ccc4c23)c1	0	3	-1	-5	32	/	/
CC1=NN(C(C#N)c2ccc(F)cc2)C(C)(C)C1 (centres undefined)	-3	1	-2	-3	-5	9	/
O=C(N[C@H]1CC[C@H](CCNC(=O)C2CC2)O[C@@H]1CO)c1ccccn1	1&1	-10&3	-6&10	-3&10	-5&4	7	5
CC(NC(=O)c1ccnn1C)C1CCCO1 (centres undefined)	1	-6	-6	/	0	26	/
O=C1CN(S(=O)(=O)c2cccc(F)c2)C[C@H]2[C@@H](c3ccc(C4=CCCC4)cc3)[C@@H](CO)N12	1	8	2	-7	-10	3	/
Cc1nnc(SCc2nc3ccccc3s2)n1N	-3	-78	/	7	-73	-51	1
S=C(Nc1cccnc1)N1CCCCC1	8	-4	1	-1	5	-7	1
COc1ccc(OCC(O)CN2C(=O)c3ccccc3C2=O)cc1 (centres undefined)	2	16	-1	7	1	3	-56
O=C1CN(Cc2ccc(F)cc2)C[C@@H]2[C@H](c3ccc(-c4ccccc4)cc3)[C@@H](CO)N12	3	2	-3	7	-1	-8	/
CC(=O)Nc1ccc(-c2ccc(NC(C)=O)cc2)cc1	-1	-15	0	7	-38	-53	-8
COc1ccc(CCNC(=O)CSc2ccc(NC(C)=O)cc2)cc1OC	-1	-1	1	3	-2	-14	-8
Nc1nc(=O)n(C2CCCCO2)cc1Br (centres undefined)	-1	8	-2	-3	6	-19	-9
